Assay outcomes deposited in PubChem BioAssay by National Center for Advancing Translational Sciences (NCATS).
TRb SRC2 PPI: qHTS for Inhibitors of the Interaction of Thyroid Hormone Receptor and Steroid Receptor Coregulator 2; Thyroid hormone receptor beta (Homo sapiens), P10828; TRbeta-SRC2 peptide binding, fluorescence polarization; receptor liganded with 1 µM T3; Potency, µM (top dose mostly 106 µM), for inactives: at the top dose activity change, negative = inhibition, most hits filed as inhibitors; hit rate 0.065% among 280,000; AID 1469, 2008;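 note: plate controls were bound peptide for no effect and peptide without receptor for full effect; nearly all actives have a fitted effect of over 50% in size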
Target sequence (P10828 whole entry, looked up): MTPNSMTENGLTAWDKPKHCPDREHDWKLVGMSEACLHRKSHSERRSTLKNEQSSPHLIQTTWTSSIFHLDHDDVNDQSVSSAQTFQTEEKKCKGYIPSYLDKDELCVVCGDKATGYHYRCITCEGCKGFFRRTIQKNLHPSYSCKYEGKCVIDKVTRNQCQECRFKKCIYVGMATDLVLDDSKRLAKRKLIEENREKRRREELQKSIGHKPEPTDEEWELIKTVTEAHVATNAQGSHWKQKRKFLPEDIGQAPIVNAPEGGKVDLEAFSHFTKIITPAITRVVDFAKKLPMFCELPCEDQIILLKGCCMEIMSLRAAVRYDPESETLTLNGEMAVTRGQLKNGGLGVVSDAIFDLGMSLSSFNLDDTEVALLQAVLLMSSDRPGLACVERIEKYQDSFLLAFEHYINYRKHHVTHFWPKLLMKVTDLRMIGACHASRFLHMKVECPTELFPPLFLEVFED
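Each compound concentration gave % activity, normalized to unbound and bound Texas Red SRC2 controls, from polarization read after 5 hr ambient incubation with T3-loaded human TRb LBD.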
L3MBTL1 block: qHTS Assay for the Inhibitors of L3MBTL1; Lethal(3)malignant brain tumor-like protein 1 (Homo sapiens), Q9Y468; AlphaScreen L3MBTL1–H3K9me1 peptide binding; Potency, µM (series often up to 57.1 µM), for inactives: at the highest dose activity, negative = inhibition, usual class: inhibitors; hit rate 0.66% among 230,000; AID 485360, 2010; note: % is set by controls: 0 for no effect and ±100 for the full control effect; nearly all actives have a fitted effect of over 60% in size
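L3MBTL1 (50 nM) pre-complexed 30 min with biotinylated H3(1-15)K9me1 peptide (75 nM), then compounds added for 30 min at room temperature; AlphaScreen streptavidin donor/nickel chelate acceptor beads (10 ug/mL final) read after 30 min dark incubation.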
TexasRed fluor: Total Fluorescence Counterscreen for Inhibitors of the Interaction of Thyroid Hormone Receptor and Steroid Receptor Coregulator 2 | TRb/SRC2 Texas Red total fluorescence interference | Potency, µM (highest dose often 106 µM), for inactives: at the top dose fluorescence change, negative = quenching | hit rate 0.29% among 280,000 | AID 1479, 2009; active = well fitted curve in either direction with a large enough effect; inconclusive = small, poorly fitted or top-dose-only effect; note: % is set by controls: 0 for no effect and ±100 for the full control effect
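Flags fluorescent or light-absorbing compounds by total fluorescence, S + 2P, at 555 nm excitation and 632 nm emission. Mixture: 20 nM Texas Red SRC2 peptide, 0.6 uM human TRb LBD, 1 uM T3, 5% DMSO; compound exposure 5 h at ambient temperature.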
Tau fluor counter: Counterscreen qHTS for Inhibitors of Tau Fibril Formation, Fluorescence Polarization. tau K18 P301L Alexa594 fluorescence, heparin fibrillization. Potency, µM (titrated, usually from 57.7 µM), without a hit: at the top dose activity change, negative = decrease. hit rate 0.93% among 280,000. AID 1463, 2008; note: % is set by controls: 0 for no effect and ±100 for the full control effect; nearly all actives have a fitted effect of over 55% in size
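Human K18 P301L tau (15 uM unlabeled plus 0.24 uM Alexa 594-labeled, final) in 100 mM sodium acetate pH 7 was mixed with compound and 20 uM heparin and incubated 6 hr at 37 C.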
Tau fibril ThT: qHTS for Inhibitors of Tau Fibril Formation, Thioflavin T Binding. AID 1460, 2008. Potency, µM (doses to about 57.4 µM), without a hit: at the highest dose activity, negative = inhibition, hits mostly inhibitors. recombinant tau K18 P301L (four-repeat tau fragment), heparin-induced fibrillization, ThT fluorescence. Microtubule-associated protein tau (Homo sapiens), P10636. hit rate 2.1% among 270,000; note: % is set by controls: 0 for no effect and ±100 for the full control effect; nearly all actives have a fitted effect of over 55% in size
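Heparin-induced (20 uM) aggregation of recombinant human K18 P301L tau, 15 uM unlabeled with 0.24 uM labeled, pH 7 acetate buffer, 6 hr at 37 C with compound. Fibrils quantified by 30 uM ThT fluorescence after 1 hr ambient incubation.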
HTT ATP protect: qHTS Multiplex Assay to Identify Dual Action Probes in a Cell Model of Huntington: Cytoprotection (ATP). AID 1471, 2008. Potency, µM (highest dose often 56.4 µM), without a hit: cytoprotection (ATP increase), most hits filed as activators. hit rate 0.14% among 230,000. PC12 HTT-Q103 induced, cytoprotection, ATP luminescence, 40 h;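 note: % of control where 0% means no effect; nearly all actives have a fitted effect of over 45% in size; toxic huntingtin expression switched on by the ecdysone agonist tebufenozide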
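Quantitative HTS on tebufenozide-induced (100 nM) PC12 cells expressing HTTQ103 exon 1–GFP; compounds tested as a concentration series; survival measured via cellular ATP.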
RECQ1 helicase: qHTS Assay for Inhibitors of RecQ-Like Dna Helicase 1 (RECQ1) | ATP-dependent DNA helicase Q1 (Homo sapiens), P46063 | RECQ1 DNA unwinding, red fluorescence kinetic read | Potency, µM (doses to about 57.3 µM), for inactives: at the top dose activity, negative = inhibition, actives largely listed as inhibitors | hit rate 0.54% among 240,000;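 note: plate controls were vehicle for no effect and no enzyme for full effect; nearly all actives have a fitted effect of over 30% in size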
Target sequence (P46063 whole entry, looked up): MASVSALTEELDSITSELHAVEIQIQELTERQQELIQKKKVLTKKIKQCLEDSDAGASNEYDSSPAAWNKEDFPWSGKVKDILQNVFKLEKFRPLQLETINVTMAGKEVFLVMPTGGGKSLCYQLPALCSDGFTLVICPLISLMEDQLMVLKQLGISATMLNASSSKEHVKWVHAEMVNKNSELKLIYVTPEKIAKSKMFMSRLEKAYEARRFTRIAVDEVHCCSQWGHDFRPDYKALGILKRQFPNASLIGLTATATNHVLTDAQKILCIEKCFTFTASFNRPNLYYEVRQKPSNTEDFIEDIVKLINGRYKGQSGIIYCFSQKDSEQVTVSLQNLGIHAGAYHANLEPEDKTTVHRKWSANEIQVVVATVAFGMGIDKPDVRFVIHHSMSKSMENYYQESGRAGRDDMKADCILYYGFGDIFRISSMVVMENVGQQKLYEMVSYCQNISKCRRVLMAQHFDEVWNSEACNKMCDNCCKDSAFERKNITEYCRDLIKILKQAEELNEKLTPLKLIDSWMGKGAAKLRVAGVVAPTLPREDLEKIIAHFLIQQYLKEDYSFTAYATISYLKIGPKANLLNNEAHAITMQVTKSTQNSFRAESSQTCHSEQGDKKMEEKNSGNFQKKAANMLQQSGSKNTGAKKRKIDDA
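RECQ1T1 50 nM; forked duplex (20 bp + 30-nt ss tails) 200 nM, ATP 2 mM final; pH 8.0, 2 mM MgCl2, 2.5 ug/ml poly(dI-dC); 15 min compound preincubation; discontinuous kinetic read over 2 h at RT.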
Tau fibril FP: qHTS for Inhibitors of Tau Fibril Formation, Fluorescence Polarization; Microtubule-associated protein tau (Homo sapiens), P10636; K18 P301L tau heparin fibrillization, Alexa594 FP, 6 h; Potency, µM (series often up to 57.7 µM), for inactives: top-dose activity, negative = inhibition, usual class: inhibitors; hit rate 0.39% among 280,000; AID 1468, 2008; note: % is set by controls: 0 for no effect and ±100 for the full control effect; nearly all actives have a fitted effect of over 55% in size
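K18 P301L tau (15 uM unlabeled/0.24 uM Alexa 594-labeled, final) + compound + heparin 20 uM final; 100 mM NaOAc pH 7; 6 hr 37 C; ThT 30 uM final added, 1 hr RT; FP ex 555/em 632 nm.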
Numbers without * were called inactive; i = inactive; ? = inconclusive; . = no result given; & = joins results of further samples; [ ] = dose if it differs, or a comment. Unless noted, calls come from the whole dose curve; as a rule, active = well fitted curve in the direction sought with a large enough effect; inconclusive = small, poorly fitted or top-dose-only effect, or another doubt; inactive = no such curve, though single readings can be large; an effect the other way counts as inactive or inconclusive. Potency is the fitted concentration of half-maximal effect.

SMILES | TRb SRC2 PPI | L3MBTL1 block | TexasRed fluor | Tau fluor counter | Tau fibril ThT | HTT ATP protect | RECQ1 helicase | Tau fibril FP
Cc1ccc(S(=O)(=O)/N=c2\sccn2C)cc1 | -12% | 2% | -2% | 1% | -6% | -6% | 9% | 6%
CCCN1C(C(=O)c2ccccc2)=C(OC(=O)c2ccc(C)cc2)c2ccccc2S1(=O)=O | -2% | . | 2% | -1% | -15% | . | . | 4%
CCCCC/C=C\C/C=C\CCCCCCCCCC(=O)NCC(=O)O | 0% | . | -1% | -8% | -6% | 2% | -7% | 4%
CCOc1ccc(N2CC(c3nc4ccccc4n3CCCOc3ccccc3OC)CC2=O)cc1 (centres undefined) | -6% | . | 71µM*[quencher] | -12% | ? | . | . | -8%
O=C(NC(=S)NCCCN1CCOCC1)c1ccco1 | -9% | . | 1% | -3% | -10% | -28% | -11% | -8%
C/C=C/C=C\C(=O)Nc1cccc(C2=NOC3(C2)C[C@H](C(N)=O)N(C(=O)CC#N)C3)c1 (some centres undefined) | -7% | . | -2% | 3% | -10% | -1%[10 µM] | ? | -9%
c1ccc2c(c1)CC/C2=N/Nc1nc2ccccc2[nH]1 | 13% | -22% | -4% | ? | ? | 1%[10 µM] | 35µM* | 14%
CC(C)(CO)NS(=O)(=O)c1ccc2c(c1)C(=NO)c1cc(S(=O)(=O)NC(C)(C)CO)ccc1-2 | -6% | 46%[activator] | -9% | -4% | 0% | -20%[10 µM] | -5% | 1%
COC(=O)CNC(=O)COc1ccccc1 | 6% | . | 1% | 1% | -4% | 9% | i | 5%
O=C(CSc1ccccn1)NC1CCCC1 | 6% | 1% | -2% | -3% | 1% | -16% | -8% | -5%
C[C@@H]1NC(=O)[C@H](CCC(N)=O)NC(=O)c2cc([N+](=O)[O-])cc(I)c2NCCC[C@@H](C(N)=O)NC1=O | 17% | 0% | -2% | -8% | -5% | . | -4% | -5%
CCOC(=O)c1ccc(-n2c(N)c(C(=O)OC)c3nc4ccccc4nc32)cc1 | 7% | . | 0% | 2% | -13% | . | . | 2%
CC(C)CCn1c(=O)[nH]c2ccccc21 | 4% | . | 1% | 5% | . | 17%[10 µM] | -1% | 1%
CCCCn1nnnc1SCC(=O)NCc1ccccc1 | -10% | . | 0% | -7% | -9% | 9% | -3% | 1%
COc1ccc(C2c3c(-c4ccccc4O)n[nH]c3C(=O)N2Cc2ccco2)cc1 (centres undefined) | -3%&0% | . | -1%&3% | ? | 0% | 10%[10 µM] | -11% | -4%&-9%
Cc1cc(C)c2[nH]c(=O)c(CN(CC3CCCO3)C(=O)C3CCCO3)cc2c1 (centres undefined) | -3% | -7% | -2% | 0% | -4% | -24%[10 µM] | -6% | -1%
CC(=O)c1ccc(S(=O)(=O)NCCCC(=O)NCCc2ccccn2)cc1 | -9% | 3% | -1% | -4% | -11% | 13% | -1% | -11%
Cc1ccccc1Cn1c(O)c(N=NC(=S)Nc2ccccc2F)c2ccccc21 | -7% | . | 0% | ? | ? | 2% | 3% | 5%
CC1=Nc2ccccc2NC(=O)C1Sc1nnc(C)s1 (centres undefined) | -6% | 14% | -2% | -8% | -8% | 19%[10 µM] | -3% | 3%
COc1ccc(C(=O)OC2=C(C(=O)c3ccccc3)N(C)S(=O)(=O)c3ccccc32)cc1OC | -23%[1.83 µM] | . | -75%[1.83 µM] | -16% | -9% | . | . | 2%

The list goes on (two carried over from the part before).
SMILES | TRb SRC2 PPI | L3MBTL1 block | TexasRed fluor | Tau fluor counter | Tau fibril ThT | HTT ATP protect | RECQ1 helicase | Tau fibril FP
CC1=Nc2ccccc2NC(=O)C1Sc1nnc(C)s1 (centres undefined) | -6% | 14% | -2% | -8% | -8% | 19%[10 µM] | -3% | 3%
COc1ccc(C(=O)OC2=C(C(=O)c3ccccc3)N(C)S(=O)(=O)c3ccccc32)cc1OC | -23%[1.83 µM] | . | -75%[1.83 µM] | -16% | -9% | . | . | 2%
CCOC(=O)N1CCN(CC(=O)Nc2sccc2C#N)CC1 | -2% | -3% | 0% | 1% | 4% | -27% | -4% | 3%
CC(C(=O)Nc1cccc([N+](=O)[O-])c1)[n+]1ccccc1 (centres undefined) | -2% | 1% | -3% | 13%[2.34 µM] | 22µM* | -1%[10 µM] | 26% | -55%
CCOc1cc2[nH]c(=S)n(CCCN3CCOCC3)c(=O)c2cc1OCC | 2% | -3%[11.4 µM] | -4% | 12% | 5% | -20%[0.074 µM] | -7% | 6%
CS(=O)(=O)N(CC(O)CON=C1c2ccccc2-c2ccccc21)c1ccc(F)cc1 (centres undefined) | -10% | . | -1% | -23% | -7% | -16% | -10% | -6%
Cc1nnc(SCC(=O)N2CCC(C(=O)Nc3nccs3)CC2)n1Cc1ccccc1 | 1% | -6% | 1% | 0% | -4% | 6%[10 µM] | 0% | -6%
CC(=O)Nc1nc2c(s1)C(=O)NCCC2 | 10% | 7% | 0% | 5% | 2% | 13%[10 µM] | 14% | -1%
CN(C)CCC(=O)c1ccc(Cl)cc1 | -5% | 2% | 0% | 4% | ? | 4% | -5% | ?
Cc1ccc(SCCNC(=O)CN(c2ccc3c(c2)OCO3)S(C)(=O)=O)cc1 | -12% | -12% | -2% | -3% | -2% | 14%[10 µM] | -1% | 3%
CC1(C)CC(=O)C(N=Nc2c(Cl)cc(Cl)cc2Cl)=C(O)C1 | -3% | -1% | -4% | -15% | -17% | -13%[10 µM] | -6% | -2%
CN(CC(=O)Nc1ccccc1C(F)(F)F)C(=O)COc1ncnc2ccccc12 | 6% | 11% | 1% | -3% | -3% | -36% | -1% | -5%
NS(=O)(=O)c1ccc(N/C=C\C(=O)c2ccncc2)cc1 | 4% | 16% | -4% | -10% | -20% | 17%[10 µM] | i | -3%
Nc1ccc2nc(SCc3ccc([N+](=O)[O-])cc3)sc2c1 | 1% | -14% | -8% | ? | ? | -36% | -8% | 12%
COC(=O)CCC(=O)OC1(C)C(=O)C=C2C=C(C3CC3)N(c3cccc(C#N)c3)C=C2C1=O (centres undefined) | 8%[11.2 µM] | . | 5%[11.2 µM] | 0%[11.6 µM] | ? | -23%&-10%[10 µM] | -7%[11.5 µM] | 4%[11.6 µM]
O=C(Oc1cccc2cccnc12)c1cccs1 | -2% | . | 1% | -6% | -9% | -34% | -1% | -15%
CCN1CCN(CCC(=O)Nc2ccc3c(c2)OCO3)CC1 | -13% | 2% | 1% | -10% | -16% | -14%[1.9 µM] | 2% | -10%
Cc1ccccc1CSc1ncc(C#N)c(N)n1 | -3% | 12% | -1% | -23% | -6% | -23%[0.074 µM] | 12% | -5%
O=C1OCC(CO)(CO)N=C1NNc1ccccc1Cl | -5% | . | 1% | -6% | -17% | 2% | -2% | -3%
CC(=O)c1ccc(OC(=O)CCc2nc3ccccc3s2)cc1 | -1% | -1% | 0% | -16% | 16µM* | 10% | 6% | ?
COC(=O)c1ccc(N2CCN(S(=O)(=O)c3ccc(C)cc3)CC2)c([N+](=O)[O-])c1 | -4% | -20% | 0% | -30% | -24% | 9%[10 µM] | -11% | 2%
Cc1[nH]nc(SCC(=O)NC(C)c2ccccc2)c1[N+](=O)[O-] (centres undefined) | -3% | 10% | 0% | -3% | -10% | -8%[10 µM] | 0% | 5%
COc1cccc(/C(O)=C2/C(=O)C(=O)N(CCCN3CCOCC3)C2c2ccncc2)c1 (centres undefined) | -2% | -1% | -1% | 0% | 3% | -14% | i | -2%
COc1ccc(C(=O)N2C(=S)NC(=O)/C2=C\c2ccc(C)cc2)cc1 | 9% | -22% | -2% | ? | ? | -14%[10 µM] | -8% | 1%
Cc1cc(NC(=O)c2nn3cccnc3c2Cl)no1 | -15% | . | 3% | -1% | -12% | -60%[inhibitor] | i | -15%
COc1cc(NC(=O)Cc2c(C(=O)O)n(C)c3ccccc23)cc(OC)c1OC | 5% | . | 0% | -6% | -8% | -38%[inhibitor] | i | 7%
COC(=O)C(NNc1ccc(F)cc1)(NC(=O)c1ccccc1)C(F)(F)F (centres undefined) | 2% | -3% | -1% | 2% | -2% | -34%[10 µM] | -7% | -8%
CCOc1c(Cl)cc(Cl)cc1CNCCNCCO | 3% | -5% | -3% | 0% | 0% | -3% | -2% | 7%
Cc1ccccc1NC(=S)N(CCN1CCOCC1)Cc1ccccc1F | -7% | -8% | -2% | -2% | 2% | -23% | -3% | 7%
Nc1ccccc1C(=O)NCCN1CCNC1=O | -2% | 4% | 0% | -5% | 6% | 3%[10 µM] | -2% | -8%
CCc1n[n+](CC(=O)c2ccccc2)c(N)s1 | -4% | -1% | -2% | 3% | -8% | -56%[inhibitor][10 µM] | -1% | 9%
CCCCCN=Cc1c(C)[nH]n(-c2nc3ccccc3s2)c1=O | -5% | 0% | -4% | -5% | ? | -135%[inhibitor] | -1% | 0%
CN1CCN(C(=O)C(=O)Nc2c3c(nn2-c2ccc(F)cc2)CSC3)CC1 | -1% | . | 0% | 2% | -1% | . | . | -3%
COc1ccc(S(=O)(=O)Nc2ccc(F)cc2)c(C)c1C | -8% | 6% | -2% | -12% | 6% | -13% | ? | -5%
COc1ccc(NC(=S)N2CCN(c3ncccn3)CC2)c(OC)c1 | -5% | . | -5% | -26% | . | -5%[10 µM] | -5% | -9%
CC(C)N(CCCNC(=O)Cn1ncc2c([nH]c3ccccc32)c1=O)Cc1ccccc1 | 9% | . | 5% | -7% | -6% | . | . | 0%
O=C(CCSCc1ccccc1Cl)N1CCN(c2cccc(Cl)c2)CC1 | 0%&1% | 19% | -5%&3% | -4%&-13% | ? | -32% | i | 11%&5%

The list is partial; the hit share may differ from the screen's.
